HP1b binding inh = HTS for Inhibitors of HP1-beta Chromodomain Interactions with Methylated Histone Tails | Chromobox protein homolog 1 (Homo sapiens), P83916 | AID 540317, 2011 | 0.56% of 390,000 active | Potency, µM (series often up to 114 µM), without a hit: at the top dose activity change, negative = inhibition, most hits filed as inhibitors | AlphaScreen HP1-beta / biotin-H3K9me3 peptide binding; note: potency is the fitted concentration of half-maximal effect; nearly all actives have a fitted effect of over 70% in size; inactives centre near 23
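Compound inhibition of the preformed complex between 50 nM HP1-beta and 50 nM biotinylated H3K9me3 peptide was read by AlphaScreen. Buffer was PBS pH 7.4 with 0.01% Tween-20. Incubations ran 30 min at room temperature, with 10 ug/mL donor/acceptor beads.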
PGK inhibitor = qHTS Assay to Find Inhibitors of Phosphoglycerate Kinase | Potency, µM (doses to about 57.5 µM), without a hit: at the highest dose activity change, negative = inhibition, actives largely listed as inhibitors | PGK/GAPDH coupled, Kinase-Glo luminescence, 60 min | Phosphoglycerate kinase, glycosomal (Trypanosoma brucei brucei), P07378 | 0.043% of 380,000 active; note: potency is the fitted concentration of half-maximal effect; % is set by controls: 0 for no effect and ±100 for the full control effect; nearly all actives have a fitted effect of over 60% in size
Target sequence (P07378 whole entry, looked up): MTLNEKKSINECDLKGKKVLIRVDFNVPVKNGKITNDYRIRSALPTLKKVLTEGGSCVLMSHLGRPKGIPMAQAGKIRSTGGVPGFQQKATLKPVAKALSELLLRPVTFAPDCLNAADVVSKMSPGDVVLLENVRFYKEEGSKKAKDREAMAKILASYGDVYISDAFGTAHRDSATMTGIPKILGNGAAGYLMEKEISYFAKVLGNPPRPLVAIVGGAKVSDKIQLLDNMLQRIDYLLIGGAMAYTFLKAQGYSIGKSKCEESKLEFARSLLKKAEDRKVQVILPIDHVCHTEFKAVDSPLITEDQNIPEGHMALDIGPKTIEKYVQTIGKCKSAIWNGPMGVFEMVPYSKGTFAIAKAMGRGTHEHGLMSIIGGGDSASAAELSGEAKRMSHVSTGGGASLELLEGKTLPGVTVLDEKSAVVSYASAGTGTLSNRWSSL
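Recombinant glycosomal PGK reaction used 1,3-bisphosphoglycerate generated in-well by GAPDH (100nM final) in 100mM TEA pH 7.6, 5mM MgCl2, 0.01% Tween-20. After 60 minutes at room temperature, ATP was read by Kinase-Glo Plus luminescence end-point.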
IDH1 R132H inh = qHTS for Inhibitors of mutant isocitrate dehydrogenase 1 (IDH1): qHTS; 0.093% of 390,000 active; Isocitrate dehydrogenase [NADP] cytoplasmic (Homo sapiens), O75874; IDH1-R132H enzyme, NADPH consumption, diaphorase/resazurin fluorescence; Potency, µM (highest dose often 76.6 µM), without a hit: at the highest dose activity change, negative = inhibition, actives largely listed as inhibitors; AID 602179, 2012; note: potency is the fitted concentration of half-maximal effect; % is set by controls: 0 for no effect and ±100 for the full control effect; nearly all actives have a fitted effect of over 65% in size
Target sequence (O75874 whole entry R132H, stated change not applied): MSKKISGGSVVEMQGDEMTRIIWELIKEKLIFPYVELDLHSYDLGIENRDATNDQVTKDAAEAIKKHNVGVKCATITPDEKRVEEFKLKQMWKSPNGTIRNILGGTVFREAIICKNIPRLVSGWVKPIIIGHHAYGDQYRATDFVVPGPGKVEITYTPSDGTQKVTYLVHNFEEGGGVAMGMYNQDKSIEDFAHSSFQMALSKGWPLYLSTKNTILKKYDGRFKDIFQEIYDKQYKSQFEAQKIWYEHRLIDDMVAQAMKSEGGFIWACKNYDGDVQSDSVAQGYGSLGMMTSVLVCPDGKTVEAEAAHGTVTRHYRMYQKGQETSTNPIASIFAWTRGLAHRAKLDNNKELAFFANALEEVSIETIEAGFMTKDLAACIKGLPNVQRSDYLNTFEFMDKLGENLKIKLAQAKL
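IDH1-R132H (0.5 ug/mL dispensed) in pH 7.5 Tris buffer was preincubated 30 min with compound, then given a substrate mix of 0.016 mM NADPH and 2 mM alpha-KG for 80 min at room temperature; remaining NADPH was read by diaphorase/resazurin fluorescence.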
GLS inh = qHTS for Inhibitors of Glutaminase (GLS); Glutaminase kidney isoform, mitochondrial (Homo sapiens), O94925; GLS enzymatic activity, qHTS titration; Potency, µM (series often up to 45.5 µM), for inactives: at the top dose activity change, negative = inhibition, actives largely listed as inhibitors; 0.21% of 410,000 active; AID 624170, 2012; note: potency is the fitted concentration of half-maximal effect; % is set by controls: 0 for no effect and ±100 for the full control effect
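Coupled fluorescence readout: glutamate oxidase/HRP/Amplex Red detect glutamate formed by hKGA from L-glutamine (1 mM solution added). Buffer 45 mM KH2PO4 pH 8.2, 0.02% Tween-20; reads at t0 and 30 min RT.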
USP1 inh = Inhibitors of USP1/UAF1: Primary Screen | Potency, µM (top dose mostly 57.1 µM), for inactives: at the highest dose activity change, negative = inhibition, actives largely listed as inhibitors | 0.23% of 390,000 active | recombinant USP1/UAF1, Ub-Rhodamine cleavage fluorescence; note: potency is the fitted concentration of half-maximal effect; % is set by controls: 0 for no effect and ±100 for the full control effect; nearly all actives have a fitted effect of over 60% in size; inactives centre near -12
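USP1/UAF1 complex (1 nM) preincubated 15 min at room temperature with compound, then Ub-Rho substrate (150 nM final) added. Kinetic fluorescence at 480/540 nm over 6 reads at 60 s intervals; 50 mM HEPES pH 7.8, 0.5 mM EDTA, 0.1 mg/ml BSA, 1 mM TCEP, 0.01% Tween-20.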
Pin1 inh = qHTS Assay to Find Inhibitors of Pin1; Potency, µM (titrated, usually from 115 µM), inactives show at the top dose activity, negative = inhibition, actives largely listed as inhibitors; Pin1 FP peptide displacement, HiFluor488, 10 min; Peptidyl-prolyl cis-trans isomerase NIMA-interacting 1 (Homo sapiens), Q13526; AID 504891, 2011; 0.009% of 390,000 active; active = well fitted inhibition curve with a large enough effect in the polarisation, with a control signal flat, not every such curve was filed as active; inconclusive = small, poorly fitted or top-dose-only effect, or effect the other way, or a change in a side signal; inactive = no such curve, though single readings can be large or run the other way; the % refers to the polarisation; note: potency is the fitted concentration of half-maximal effect; % is set by controls: 0 for no effect and ±100 for the full control effect
Target sequence (Q13526 whole entry, looked up): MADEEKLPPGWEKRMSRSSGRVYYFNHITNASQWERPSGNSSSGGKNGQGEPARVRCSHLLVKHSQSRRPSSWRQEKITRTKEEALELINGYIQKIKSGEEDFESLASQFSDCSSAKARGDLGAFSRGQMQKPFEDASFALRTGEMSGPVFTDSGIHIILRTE
TrxR1 substrate = qHTS Assay for Substrates of Mammalian Selenoprotein Thioredoxin Reductase 1 (TrxR1): qHTS | Thioredoxin reductase 1, cytoplasmic (Rattus norvegicus), O89049 | purified TrxR1 substrate turnover, NADPH consumption readout | Potency, µM (doses to about 114 µM), for the others: top-dose activity change, negative = substrate turnover | 0.01% of 390,000 active; note: potency is the fitted concentration of half-maximal effect; % is set by controls: 0 for no effect and ±100 for the full control effect; nearly all actives have a fitted effect of over 50% in size
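Rat TrxR1, dispensed at 90 nM, was prereduced with 400 uM NADPH (final) for 5 min at ~22 deg C, then incubated with compound 15 min before 400 uM selenite. A first-read NADPH fluorescence drop versus no-compound background flagged substrates.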
rTrxR1 inhibitor = qHTS Assay for Inhibitors of Mammalian Selenoprotein Thioredoxin Reductase 1 (TrxR1): qHTS. Thioredoxin reductase 1, cytoplasmic (Rattus norvegicus), O89049. AID 588453, 2011. 1% of 390,000 active. Potency, µM (doses to about 114 µM), for inactives: at the top dose activity change, negative = inhibition, most hits filed as inhibitors. recombinant rTrxR1, NADPH fluorescence consumption, selenite substrate; note: potency is the fitted concentration of half-maximal effect; % is set by controls: 0 for no effect and ±100 for the full control effect; nearly all actives have a fitted effect of over 65% in size
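Rat TrxR1 (90 nM in the dispensed reagent) was pre-reduced with 400 uM NADPH for 5 min at room temperature, then incubated with compound for 15 min. After 400 uM selenite was added, NADPH fluorescence (Ex 340/Em 450 nm) was followed for 8 min.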
PI4K2A inh = qHTS for small molecular inhibitors of PI4K2A; activity change, negative = inhibition, % at 76.9 µM; 0.13% of 420,000 active; purified PI4K2A, ADP-Glo luminescence, 1 h; stronger effect = lower value; AID 1346378, 2018; Phosphatidylinositol 4-kinase type 2-alpha (Homo sapiens), Q9BTU6; in the data active = activity change below about -50%; inconclusive = mostly about -30% to -49%;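 note: -100% = wells without enzyme as full effect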
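PI4K2A activity was measured by ADP-Glo luminescence: enzyme (4 ug/mL stock) and phosphatidylinositol (1.2 mM stock) in Tris pH 7.5/MgCl2/EGTA/Triton X-100 buffer were reacted with ATP (300 microM stock) for one hour at ambient temperature.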
* = called active by the depositor; i = inactive; ? = inconclusive; · = no result given; & = joins results of further samples; [ ] = remark or other dose. Unless noted, calls come from the whole dose curve; as a rule, active = well fitted curve in the direction sought with a large enough effect; inconclusive = small, poorly fitted or top-dose-only effect, or another doubt; inactive = no such curve, though single readings can be large; an effect the other way counts as inactive or inconclusive. The list is partial, so the mix of outcomes need not match the whole.

HP1b binding inh	PGK inhibitor	IDH1 R132H inh	GLS inh	USP1 inh	Pin1 inh	TrxR1 substrate	rTrxR1 inhibitor	PI4K2A inh	Compound
31%	-9%	-8%	-3%	4%	5%	9%[57.1 µM]	18%[57.1 µM]	-3	O=C(COC(=O)c1ccc(S(=O)(=O)N2CCCCC2)cc1)NCc1ccccc1
47%[activator]	i	1%	-8%	-6%	6%	0%[57.1 µM]	13%[57.1 µM]	-8	CSCCC1NC(=O)NC1=O (configuration not stated)
30%	-6%	11%	-11%	-19%	-7%	-4%	6%	2	Cc1ccc(CN2C(=O)CCC2C(=O)NCCc2ccccc2)cc1 (configuration not stated)
14%	-4%	3%	3%	-14%	1%	7%[57.1 µM]	13%[57.1 µM]	-1	CC(C)CC(c1nnnn1C1CCCC1)N1CCN(c2ccccc2F)CC1 (configuration not stated)
60%[activator]	7%	0%	-16%	-21%	?	0%	14%	7	O=C(Nc1cc(Cl)ccn1)C1(c2ccccc2)CC1(Cl)Cl (configuration not stated)
14%	i	1%	0%	-21%	2%	-6%	-1%	-2	O=C(Nc1cccc(Cl)c1)c1cc([N+](=O)[O-])ccc1N1CCN(CCO)CC1
12%	-9%	-8%	-9%	-26%	-4%	4%	25%	-3	COc1cccc(C(=O)N2c3ccc(C)cc3C(C)(c3ccccc3)CC2(C)C)c1 (configuration not stated)
29%	-4%	1%	1%	-19%	-6%	8%[57.1 µM]	17%[57.1 µM]	1	Cn1c(SCC(=O)NC2CCCCC2)nnc1-c1cccc(N)c1
-20%	-6%	-1%&9%	6%&-2%	-21%&-13%	14%&19%&20%	-3%	-7%&1%&6%	-1&-3	COc1ccc(C2Nc3ccccc3C(=O)N2Cc2ccco2)cc1CN1C(=O)c2ccccc2C1=O (configuration not stated)
33%	-11%	5%	-13%	-18%	-2%	-1%[57.1 µM]	20%[57.1 µM]	-5	O=C(NCCc1ccncc1)Nc1ccc(Cl)c(Cl)c1
11%	i	0%	3%	-18%	-11%	0%	-2%	-9	COCCn1c(SCC(=O)N(C)c2c(N)n(Cc3ccccc3)c(=O)[nH]c2=O)nnc1-c1cccc(C)c1
21%	-1%	0%	-6%	-4%	-1%	3%	9%	-5	CC(=O)OCC[n+]1c(C)n(-c2ccccc2)c2ccc(Cl)cc21
27%	9%	19%	1%	3%	-4%	-7%	-14%	-4	Cc1ccc(CNC(=O)CN(C)S(=O)(=O)c2ccc3c(c2)c(=O)n(C)c(=O)n3C)cc1
42%[activator]	3%	3%	27%	-22%	6%	-3%	?	-2	CC1(C)CC(=O)C2=C(C1)N(c1cccnc1)C(N)=C(C#N)C2c1cccs1 (configuration not stated)
23%	-4%	3%	3%	3%	4%	-4%	4%	-5	CCC(=O)c1ccc(OCC(=O)OCC(=O)NCc2cccs2)cc1
40%[activator]	i	0%	-1%	-21%	3%	7%	23%	-3	Cc1onc(-c2ccccc2)c1C(=O)N1CCC(CO)(Cc2ccccc2)CC1
10%	-6%	-10%	0%	-28%	3%	9%[57.1 µM]	20%[57.1 µM]	-1	Cc1cn(C)c(CC(=O)NCc2ccccc2)c1C(=O)O
?	-2%	6%	-16%	-12%	-1%	0%[57.1 µM]	33%[57.1 µM]	-4	COc1ccc(Br)cc1CN(C)CC(=O)NCCc1ccccc1
43%[activator]	0%	-14%	-1%	-22%	1%	-1%	17%	3	O=C(CC1C[C@H](C(=O)N2CCOCC2)[C@@]2(CCC3CCCC3)c3[nH]c4ccccc4c3CCN2C1=O)NCCC1=CCCCC1 (some centres not stated)
12%	0%	11%	0%	-5%	4%	-3%	7%	7	O=C(COc1ncnc2ccccc12)Nc1ccc(S(=O)(=O)N2CCOCC2)cc1
19%	-10%	-1%	6%	-7%	-3%	1%	22%	0	O=C(COC(=O)c1ccc(Cl)c(Cl)c1)NC1CCCC1
17%	1%	-1%	-2%	-8%	?	1%[57.1 µM]	-1%[57.1 µM]	3	COc1ccc(C2CC(c3cccs3)=NN2C(=O)CSC2=NN3CCCC(=O)N=C3S2)cc1 (configuration not stated)
17%	0%	-1%	1%	-3%	10%	-1%	14%	1	COc1ccc2nc(NC(=O)CSc3nc(SC)ns3)sc2c1
14%	0%	-4%	-3%	-8%	2%	4%	12%	9	COc1ccccc1N1CCN(C(=O)C2CCN(C(=O)c3cccc(Cl)c3)CC2)CC1
24%	4%	-3%	-2%	3%	-10%	7%	-7%	-6	O=C(COC(=O)c1cc(S(=O)(=O)N2CCOCC2)ccc1O)NCC1CCCO1 (configuration not stated)
37%	-6%	3%	-1%	-13%	2%	7%[57.1 µM]	14%[57.1 µM]	8	CCCOc1ccc(N2C(=O)CC(N3CCC(O)(c4cccc(C(F)(F)F)c4)CC3)C2=O)cc1 (configuration not stated)
-6%	0%	-4%	-5%	-27%	3%	-3%[57.1 µM]	6%[57.1 µM]	2	Cc1ccc(N2CC(NC(=O)Cc3ccc(F)cc3)CC2=O)cc1C (configuration not stated)
13%	-10%	3%	?	-19%	-4%	0%	-3%	0	CC1=C(C(=O)OCC(C)C)[C@]23C(=O)c4ccccc4[C@@]2(O1)OC(N)=C3C#N
19%	·	0%	0%	1%	5%	10%[57.1 µM]	4%	-5	O=C(c1csc2c1CCCCC2)N1CCN(c2ncccn2)CC1
52%[activator]	-3%	0%	·	-22%	-2%	25%	-11%	8	COc1cc2cc(C(c3nnnn3C(C)(C)C)N3CCC(C)CC3)c(=O)[nH]c2cc1OC (configuration not stated)

Record cards (already shown):
O=C(COC(=O)c1cc(S(=O)(=O)N2CCOCC2)ccc1O)NCC1CCCO1 (configuration not stated) is entered as HP1b binding inh: 24%; PGK inhibitor: 4%; IDH1 R132H inh: -3%; GLS inh: -2%; USP1 inh: 3%; Pin1 inh: -10%; TrxR1 substrate: 7%; rTrxR1 inhibitor: -7%; PI4K2A inh: -6
O=C(c1csc2c1CCCCC2)N1CCN(c2ncccn2)CC1 is entered as HP1b binding inh: 19%; PGK inhibitor: ·; IDH1 R132H inh: 0%; GLS inh: 0%; USP1 inh: 1%; Pin1 inh: 5%; TrxR1 substrate: 10%[57.1 µM]; rTrxR1 inhibitor: 4%; PI4K2A inh: -5

Next section
HP1b binding inh	PGK inhibitor	IDH1 R132H inh	GLS inh	USP1 inh	Pin1 inh	TrxR1 substrate	rTrxR1 inhibitor	PI4K2A inh	Compound
50%[activator]	i	3%	-2%	-19%	0%	3%	4%	-1	COC(=O)c1cc(S(=O)(=O)N2CCC(C)CC2)cn1C
44%[activator]	-7%	-1%	1%	-14%	0%	5%	5%	-4	C[C@H](CO)N1C[C@H](C)[C@@H](CN(C)S(C)(=O)=O)Oc2ccc(NC(=O)Nc3ccc(C(F)(F)F)cc3)cc2C1=O
?	-11%	-7%	-5%	-18%	-7%	4%[57.1 µM]	26%[57.1 µM]	6	COc1cccc(OCCCCN2CC(C)OC(C)C2)c1 (configuration not stated)
18%	-2%	-2%	2%	-4%	-7%	82%[activator]	19%	-1	CCCn1nc2cc(C(=O)NCc3ccccc3)ccc2c1OCC
16%	-4%	16%	-5%	-10%	0%	-6%[0.0914 µM]	2%[57.1 µM]	6	NC(=O)COC(=O)c1ccc(Cl)c(S(=O)(=O)N2CCN(c3ccc(F)cc3)CC2)c1
238%[activator]	i	12%	3%	?	?	-1%&2%	-4%&28%	-6	C=CCCN(C1CCCC1)S(=O)(=O)c1ccccc1Br
33%	i	-5%	1%	15%	-1%	-3%[57.1 µM]	4%[57.1 µM]	0	CCCCc1nn2c(=O)cc(COC(=O)c3ccccc3NC(=O)C(C)(C)C)nc2s1
